rCAG RNA binder: molecules binding r(CAG) RNA repeats. r(CAG) RNA repeat, TO-PRO-1 dye displacement fluorescence. inhibition, % at 3 µM. hit rate 1.3% among 370,000;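 active = inhibition above the plate cutoff, the mean of all test compounds on that plate plus 3 SD, cut at about 35% in these data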;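 also: 0% = DMSO alone and 100% = 100 µM mitoxantrone as full dye displacement; higher means more dye released from RNA so lower well fluorescence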
TDP2 absorb: blocks human TDP2 phosphodiesterase activity | AID 720702 | recombinant TDP2, T5PNP hydrolysis, p-nitrophenol absorbance 415 nm | hit rate 0.34% among 370,000 | inhibition, % at 12.8 µM | O95551;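 active = inhibition above the mean of all tested compounds plus 3 SD, set per campaign, cut at about 25% in these data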;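 also: 0% = DMSO with enzyme and 100% = buffer with substrate but no TDP2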
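System – recombinant human TDP2 · Quantity – TDP2 enzyme at 120 nM final · Doses – single concentration, 12.8 µM nominal, with 1% DMSO · Incubation – 2 h at 37 °C · Measured by – epi absorbance of p-nitrophenol freed from T5PNP by hydrolysis · Read-out – % inhibition relative to enzyme-containing and enzyme-free wells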
SIAE primary: blocks human sialic acid acetylesterase | SIAE FP-Rh probe binding, fluorescence polarization | inhibition, % at 9.66 µM | Q9HAT2 | hit rate 0.69% among 370,000;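 active = inhibition above a cutoff: mean of compounds within the control limits plus 3 SD of those, cut at about 17% in these data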;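 also: 0% = plate median of compound wells and 100% = probe without SIAE protein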
HTRA1 inh: blocks human HTRA1 serine peptidase | Q92743 | recombinant HTRA1, FP-rhodamine activity-based probe, fluorescence polarization | inhibition, % at 5.96 µM | hit rate 0.5% among 340,000 | AID 504803; in the data active = inhibition above about 36%;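 also: 0% = enzyme with DMSO and 100% = wells lacking enzyme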
Target sequence (Q92743 whole entry, looked up): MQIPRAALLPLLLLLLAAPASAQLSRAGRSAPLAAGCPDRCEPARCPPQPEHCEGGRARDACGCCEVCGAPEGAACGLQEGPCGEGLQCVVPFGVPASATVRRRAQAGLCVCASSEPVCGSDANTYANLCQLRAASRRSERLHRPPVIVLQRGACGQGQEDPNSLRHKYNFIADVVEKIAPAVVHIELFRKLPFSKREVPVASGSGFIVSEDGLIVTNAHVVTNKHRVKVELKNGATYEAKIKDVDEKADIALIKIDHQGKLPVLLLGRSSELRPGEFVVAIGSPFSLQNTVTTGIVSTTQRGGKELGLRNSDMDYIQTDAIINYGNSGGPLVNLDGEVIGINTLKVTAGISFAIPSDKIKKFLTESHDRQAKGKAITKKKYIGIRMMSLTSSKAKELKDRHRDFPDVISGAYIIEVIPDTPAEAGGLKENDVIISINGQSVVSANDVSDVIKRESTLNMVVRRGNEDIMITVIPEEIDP
LEDGF integ inh: blocks HIV-1 LEDGF/p75-dependent DNA integration | TR-FRET IN-LEDGF/p75 DNA integration, Eu/Cy5 | inhibition, % at 3.7 µM | hit rate 0.64% among 370,000 | AID 743269;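 active = inhibition above the screen-wide mean plus 3 SD, cut at about 13% in these data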;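 also: signal is the Cy5 over europium emission ratio at 671 and 618 nm; 0% = plate median of compound wells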
Rev-erbA mod: Rev-erb alpha (human) modulation; P20393; Rev-erbα–FITC-DNA binding, fluorescence polarization, 90 min; activity, % at 10 µM; hit rate 0.79% among 370,000; AID 1259318;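 active = activity above about 14%, limit read from the data; passing the limit was not always enough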;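 also: 0% = DMSO wells with 35 nM protein and 100% = DMSO wells with 750 nM protein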
PRMT1 inh: blocks human protein arginine methyltransferase 1. Q99873. recombinant PRMT1, activity-based probe fluorescence polarization. inhibition, % at 2.79 µM. hit rate 1.3% among 370,000;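 active = inhibition above about 21% made by adding two undisclosed values, limit read from the data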
Target sequence (Q99873 whole entry, looked up): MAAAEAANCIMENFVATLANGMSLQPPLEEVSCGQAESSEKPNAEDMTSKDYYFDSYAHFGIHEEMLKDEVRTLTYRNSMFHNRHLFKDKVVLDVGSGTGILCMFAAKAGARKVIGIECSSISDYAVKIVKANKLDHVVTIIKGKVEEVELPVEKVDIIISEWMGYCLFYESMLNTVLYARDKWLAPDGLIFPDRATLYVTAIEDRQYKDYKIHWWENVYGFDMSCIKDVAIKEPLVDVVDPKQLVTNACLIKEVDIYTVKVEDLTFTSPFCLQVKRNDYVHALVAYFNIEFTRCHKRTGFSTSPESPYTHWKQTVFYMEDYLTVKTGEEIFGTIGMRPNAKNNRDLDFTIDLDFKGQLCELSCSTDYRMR
TCR-CD3 inh: human TCR-CD3 binding inhibition; TAMRA-labeled TCR probe fluorescence, biochemical; inhibition, % at 9.4 µM; hit rate 0.37% among 360,000; AID 651800; in the data active = inhibition above about 19%;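 also: recombinant mutant TCR 2C K166C tagged with TAMRA read by polarization; 0% = receptor in buffer alone and 100% = receptor with positive control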
PG9 binder: PG9 antibody binding by small molecule; TR-FRET gp120-PG9 antibody binding; inhibition, % at 6.7 µM; hit rate 0.43% among 360,000; AID 624416; in the data active = inhibition above about 8.5%
mABHD4 FP: inhibitors of mouse ABHD4; purified mABHD4, FP-Rh probe fluorescence polarization; AID 720543; inhibition, % at 8.92 µM; hit rate 0.54% among 370,000; Q8VD66;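 active = inhibition exceeding the mean over every tested compound plus 3 SD, cut at about 30% in these data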;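 also: 0% = plate median of compound wells and 100% = S159A mutant with DMSO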
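Test system: mABHD4 protein | Buffer or medium: HEPES pH 7.0 buffer, 150 mM NaCl, 0.01% Pluronic F-127 | Probe or stimulus: FP-Rh fluorescent activity-based probe, added after compound pre-incubation | Timing: Pre-incubation 45 min, probe exposure 60 min, at 25 °C | Technique: Fluorescence polarization, excitation 525 nm, emission 598 nm, BODIPY TMR filters | Repeats: Single well per compound (singlicate)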
Numbers without * were called inactive; x = not tested or not shown.

SMILES	rCAG RNA binder	TDP2 absorb	SIAE primary	HTRA1 inh	LEDGF integ inh	Rev-erbA mod	PRMT1 inh	TCR-CD3 inh	PG9 binder	mABHD4 FP
COc1ccc(S(=O)(=O)N2CCN(c3ccccc3)CC2)cc1C(=O)N1CCCC1	-6	-12	2	0	3	-11	2	0	0.3	6
Cc1ccc(NC(=O)CN(C)CC(=O)N(C)Cc2ccccc2)cc1	0	-5	3	3	-2	2	0	-1	0.2	2
CCOC(=O)c1c(NC(=O)CSc2nnc(N)s2)sc(C)c1-c1ccc(C)cc1	11	-14	-6	-105	-4	0	-5	0	-0.4	-22
Cn1cccc1C(=O)NCC1COc2ccccc2O1 (stereo not given)	3	4	-6	-3	1	-1	0	-3	-1.2	3
O=C(COC(=O)c1ccccn1)Nc1ncc(C(F)(F)F)cc1Cl	4	0	-5	6	-3	1	2	-3	-0.7	4
[O-][n+]1c2c(nn1-c1ccccc1Cl)-c1nonc1CC2	-3	-2	2	1	-1	-1	-2	2	-0.2	4
COc1cc(CNCc2cccs2)ccc1OCC(=O)NC(C)(C)C	-7	-2	4	2	0	-6	-2	10	0.8	-3
C=C(CCO)C1=CCN(S(=O)(=O)C(C)(C)C)[C@H]1CCO	5	4	-4	0	-5	3	7	-8	-1.9	0
CN(C)/C=N/c1[nH]ncc1C#N	-3	8	-1	x	3	-1	-5	5	-1.1	2
Cc1ccc2[nH]c(=O)c(CN(Cc3cccs3)C(=S)NCc3ccco3)cc2c1	7	2	-7	-73	3	-3	-2	1	-0.5	-7
CCOc1ncccc1C(=O)NCC(c1ccccc1)N(C)C (stereo not given)	-6	11	5	1	3	-2	-1	1	-0.8	1
Oc1c(N=NC(=S)Nc2ccccc2F)c2ccccc2n1Cc1ccccc1	7	-13	-6	12	6	2	-6	-5	-3.2	-2
CC(/C=N/n1c(-c2cccnc2)n[nH]c1=S)=C\c1ccccc1	6	9	-1	5	0	0	2	6	0.7	6
O=S(=O)(NCc1ccc2c(c1)OCO2)c1ccc(Cl)s1	1	15	0	-2	0	0	-1	11	-1.5	-2
O=C(O)C1CCCN1S(=O)(=O)c1ccc2[nH]c(=O)c(=O)[nH]c2c1 (stereo not given)	-1	5	-2	3	-3	1	2	-1	1.3	-2
N#Cc1cccc(C(=O)C(=O)N2CCC(c3ccccc3)CC2)c1	3	-15	-8	x	7	-3	0	-2	1.2	-10
Cc1nnc(SCC(=O)N2CCc3ccccc3C2)n1-c1ccccc1	-5	5	3	-3	2	-2	0	-3	2.3	-16
CCOC(=O)C1=CCN(S(=O)(=O)c2ccc(F)cc2)C1c1ccc(C)cc1 (stereo not given)	2	-3	-4	x	-3	-4	0	2	0.0	0
Cc1cc(C)n(-c2ccc(S(N)(=O)=O)cc2[N+](=O)[O-])n1	0	-10	-4	-3	1	7	-5	3	1.5	-2
CCCCCCCC1(C)NC(=O)N(CC(=O)Nc2cc(C)on2)C1=O (stereo not given)	-7	1	4	2	2	6	-3	8	0.3	-2

Random excerpt: four records from the list, in no set order.
SMILES	rCAG RNA binder	TDP2 absorb	SIAE primary	HTRA1 inh	LEDGF integ inh	Rev-erbA mod	PRMT1 inh	TCR-CD3 inh	PG9 binder	mABHD4 FP
N#Cc1cccc(C(=O)C(=O)N2CCC(c3ccccc3)CC2)c1	3	-15	-8	x	7	-3	0	-2	1.2	-10
[O-][n+]1c2c(nn1-c1ccccc1Cl)-c1nonc1CC2	-3	-2	2	1	-1	-1	-2	2	-0.2	4
CN(C)/C=N/c1[nH]ncc1C#N	-3	8	-1	x	3	-1	-5	5	-1.1	2
Cc1ccc(NC(=O)CN(C)CC(=O)N(C)Cc2ccccc2)cc1	0	-5	3	3	-2	2	0	-1	0.2	2

Following part:
SMILES	rCAG RNA binder	TDP2 absorb	SIAE primary	HTRA1 inh	LEDGF integ inh	Rev-erbA mod	PRMT1 inh	TCR-CD3 inh	PG9 binder	mABHD4 FP
CCSc1nnc(NC(=O)c2nc(S(=O)(=O)Cc3ccc(F)cc3)ncc2Cl)s1	36*	13	2	2	3	-1	2	2	-2.5	1
N#C/C(=C\c1ccc(N2CCOCC2)o1)C(=O)NCC1CCCO1 (stereo not given)	-41	0	5	-8	1	21*	-33	-1	-17	-9
COC(=O)[C@]12C[C@H](CC(=O)NCc3ccc(C)o3)C(=O)N(CCc3ccc(OC)c(OC)c3)C1=C[C@H](C(C)C)O[C@@H]2C1CC1	3	3	-1	x	-3	1	1	x	x	2
CCN(Cc1nc2ccccc2c(=O)[nH]1)Cc1cc(=O)oc2cc(OC)ccc12	5	-1	-8	-1	0	-2	-2	3	-0.1	6
CN1CCS/C1=C\C=C1/SC(=S)N(CC(=O)O)C1=O	-322	-9	-4	-10	-2	293*	-103	2	-17	-12
Cc1nnc(-c2cnn(C)c2N)n1Cc1ccc(Cl)cc1	-6	-7	4	3	0	7	-2	2	-1.8	4
Cc1onc(-c2ccccc2)c1C(=O)c1c[nH]c(C(=O)NCc2ccncc2)c1	-2	5	16	5	0	-2	-1	-2	1.3	2
CCOC(=O)c1ccc(NC(=O)CSc2nc3c(c(=O)n2C)SC(C)C3)cc1 (stereo not given)	5	2	-8	-15	1	-2	3	3	-1.4	6
CCOC(=O)CSc1nnc(-c2ccco2)n1-c1ccccc1	0	-22	2	1	5	0	3	-6	-0.6	3
Cc1cccc(C)c1NC(=O)CN(C)C(=O)c1cc([N+](=O)[O-])ccc1N1CCOCC1	-4	-6	3	1	-4	1	3	3	-0.4	6
CN(C(=O)c1cccc(NC(=O)Cc2cccc([N+](=O)[O-])c2)c1)C1CCC1	1	3	1	-12	0	-9	2	-5	-1.1	-4
COc1ccccc1NC(=O)N(CCCN1CCOCC1)Cc1cc2cc3c(cc2[nH]c1=O)OCO3	-6	9	-5	4	0	3	1	3	-0.1	-2
COc1ccc(-c2nc(CS(=O)(=O)CC(=O)NCc3ccccc3OC)c(C)o2)cc1	-4	0	1	-10	1	-4	0	3	-1.6	-6
O=C1O/C(=C\c2ccccc2)c2ccccc21	0	0	-6	-16	1	1	-5	-8	-2.2	0
CCN(CC)CCCNC(=O)c1cc2c(=O)n(CC)c3ccccc3c2s1	8	-9	2	5	2	3	0	10	0.0	11
O=C(NCc1cccs1)C(=O)NCC(c1ccco1)N1CCN(c2ccc(F)cc2)CC1 (stereo not given)	-6	-3	-1	-11	-2	0	2	2	2.0	-2
O=C1CC(=O)CC(c2ccco2)C1	3	16	7	0	9	0	2	-3	-0.9	3
O=C(N/N=C/c1ccccc1O)c1cc[n+]([O-])cc1	-1	-12	-8	1	-7	5	-1	-2	-2.1	7
CC(=O)c1cccc(CN2CCN(CC(C)C)C(CCO)C2)c1 (stereo not given)	-1	6	2	4	-1	-1	0	-3	-0.9	5
O=C(c1cc([N+](=O)[O-])ccc1N1CCOCC1)N1CCCCC1	-3	-6	3	1	-1	0	0	10	-2.2	-6
O=C(CCCN1C(=O)c2ccccc2C1=O)Nc1ccc(S(=O)(=O)N2CCCCC2)cc1	4	-13	-4	-11	2	0	-3	2	-1.9	-6
COc1cccc(OCc2nc3ccccc3[nH]2)c1	1	3	-1	-5	2	-5	5	0	-1.4	-5
Cc1cc(NC(=O)CSc2nc(=O)n3cc(Cl)ccc3n2)no1	4	-16	4	1	1	0	-1	3	-1.8	2
Cc1ccc([C@H]2C[C@H](n3cc(-c4ccc(F)cc4)nn3)[C@@H](O)CN2C(=O)C2CCCCC2)cc1	1	11	0	-17	-9	3	1	7	-1.4	-6
NC(=O)c1ccccc1NC(=O)Nc1cccc2ccccc12	1	0	1	0	-3	3	-2	-1	-1.1	0
O=C(Nc1ccccc1)N1CCC(C(=O)N2CCN(Cc3ccccc3)CC2)CC1	1	-8	-11	-3	-3	2	2	2	-0.7	4
CCn1cc2nc(SCC(=O)Nc3ccccc3F)n(Cc3ccccc3)c(=O)c2n1	-2	-4	-3	-16	-4	0	4	-2	0.3	-7
CC(C(=O)N1CCCc2ccccc21)N1C(=O)c2ccccc2C1=O (stereo not given)	-9	-1	1	3	-3	0	0	-2	-1.8	-2
CCCCOC(=O)CCN1C(=O)/C(=C2\SC(=S)N(CCC(=O)OCCCC)C2=O)SC1=S	-4	-6	-7	-6	-7	6	10	-3	-1.2	-18
CCC(C)(C)n1nnnc1C(c1ccc(C)cc1)N1CCC(C)CC1 (stereo not given)	-5	1	6	-7	0	2	1	6	-0.4	-8
CCOc1ccccc1NC(=O)CSc1nc(=O)n(CCCN2CCOCC2)c2c1CCCC2	-6	-7	-6	-7	-1	2	-2	4	0.1	-6
CCc1ccc2cc(F)cc(F)c2n1	0	45*	2	x	-3	-2	0	-3	-1.8	3
COc1ccc(NC2=CC(=O)CC(C)(C)C2)cc1OC	-2	5	-4	11	-6	-2	1	2	-2.0	5
C/C(=N\OCC(=O)OCC(=O)NCc1ccccc1)c1ccc2c(c1)OCO2	2	-11	-4	8	6	-1	-2	-7	-1.1	-1
CC(=O)Nc1cccc(Nc2nc(-c3cccs3)nc3ccccc23)c1	4	-4	-91	-98	-3	-5	5	2	0.0	-50
O=C(Nc1ccccc1)c1ccc(Nc2c([N+](=O)[O-])cc([N+](=O)[O-])c3ccccc23)cc1	14	2	1	1	3	5	1	-4	-0.6	3
COc1ccc(S(=O)(=O)NCC2CCCN(C(=O)c3occc3C)C2)cc1 (stereo not given)	-1	-5	5	5	2	0	0	-3	-1.0	-6
O=C(Cc1ccccc1[N+](=O)[O-])N1CCc2ccccc2C1	-4	-1	-2	-6	-8	-3	1	-3	-1.3	1
COc1ccc(C(=O)NC2CC3CCCC(C2)N3Cc2ccccc2)cc1OC (stereo not given)	-6	-8	2	0	5	-3	0	7	-1.1	4
CCOC(=O)C1CCN(CC(O)COCc2cccs2)CC1 (stereo not given)	-5	1	-1	0	1	-1	-2	23*	-0.9	2
Cc1cc(OC(=O)c2cccc(Cl)c2)c([N+](=O)[O-])c(=O)[nH]1	2	7	11	6	3	-5	-5	2	-0.4	1
O=S(=O)(NCCc1ccncc1)c1ccc(F)cc1	1	9	0	5	-2	1	1	0	-1.2	-2
CCCCn1nc(C(=O)N(C)C2CCCCC2)c2ccccc2c1=O	-3	-16	0	-3	1	3	0	-7	-3.0	-16
CC(=O)c1c(OC(=O)c2cccc(Cl)c2)c2ccccc2n1C	-1	-1	-3	-17	1	0	-3	9	-2.1	-4
Cc1ccc(-n2ncc3c2CC(C)(C)CC3NC(=O)CCc2c(C)noc2C)cc1 (stereo not given)	-9	0	-3	-1	-2	6	1	5	1.2	-3
COc1ccccc1NC(=O)CSc1nnc(C)o1	-1	-16	0	2	-1	1	0	7	0.3	3
O=C(c1cccc(NS(=O)(=O)c2cccc([N+](=O)[O-])c2)c1)N1CCOCC1	5	-8	-4	-3	-5	-5	4	-8	0.3	0
COCCN(C(=O)COC(=O)Cc1c(C)nc2ccccc2c1C)c1c(N)n(CC(C)C)c(=O)[nH]c1=O	1	-17	-8	0	7	5	-4	-6	-1.3	-6
COC(=O)C1=C(C)NC(=O)CC1c1cc2c(cc1Br)OCO2 (stereo not given)	-2	4	-3	-6	-1	-1	-2	7	1.8	-3

Some of the compounds tested; count on the stated rates, not on these rows.
